High-throughput results (PubChem BioAssay)
GlmU inhibition – inhibition of mycobacterial GlmU enzyme – biochemical, glucosamine-1-phosphate acetyltransferase (AID 1376) | actives 0.25% (n = 220,000) | M. tuberculosis GlmU acetyltransferase enzyme assay; higher % means a stronger effect | inhibition, %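 (tested at 30 µM in the primary screen)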, or IC50 in µM where a hit was titrated; in the data active means inhibition above about 13%;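 further: 0% = complete reaction with vehicle and 100% = reaction without substrate; strong numbers were not always called active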
Mtb RmlCD inh – blocks M. tuberculosis RmlC and RmlD coupled enzymes | P9WH09+P9WH11 | RmlC+RmlD coupled enzyme assay, percent inhibition; primary screen in compound mixtures | inhibition, % at 3.6 µM | actives 0.03% (n = 160,000); in the data active means inhibition mostly above about 34%, no sharp cut-off; further: some results filed as inactive read as strong as hits
Target sequence (P9WH09 whole entry, looked up): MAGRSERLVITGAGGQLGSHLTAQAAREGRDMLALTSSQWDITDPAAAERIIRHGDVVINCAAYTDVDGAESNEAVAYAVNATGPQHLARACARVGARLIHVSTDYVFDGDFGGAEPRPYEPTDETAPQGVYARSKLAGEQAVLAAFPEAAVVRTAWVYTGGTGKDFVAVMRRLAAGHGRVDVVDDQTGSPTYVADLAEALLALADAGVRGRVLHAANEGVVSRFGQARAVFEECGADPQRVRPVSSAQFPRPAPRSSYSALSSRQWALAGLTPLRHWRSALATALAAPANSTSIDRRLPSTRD
Target sequence (P9WH11 whole entry, looked up): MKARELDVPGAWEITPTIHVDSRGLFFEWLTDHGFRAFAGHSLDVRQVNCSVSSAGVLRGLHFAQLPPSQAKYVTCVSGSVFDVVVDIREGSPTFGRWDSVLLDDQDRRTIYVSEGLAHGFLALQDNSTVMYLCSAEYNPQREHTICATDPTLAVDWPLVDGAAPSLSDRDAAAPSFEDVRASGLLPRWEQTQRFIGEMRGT
The depositor's hits bear a star; . = no result given; & = joins results of further samples.

SMILES | GlmU inhibition | Mtb RmlCD inh
CCn1nc(C(=O)OCC(=O)N2c3ccccc3CC2C)c2ccccc2c1=O (centres undefined) | 10.5% | 10.8
Cc1onc(-c2c(F)cccc2Cl)c1C(=O)NCc1ccccn1 | -0.5% | -1.4
CCCCNC(=O)OCC(CC)NC(=O)OCC(C)C (centres undefined) | -1.1% | 6.0
Cc1ccc(/C=C2/NC(=O)N(Cc3ccccc3F)C2=O)s1 | -1.9% | -10.8
CC(=O)Nc1ccc(Cc2nc3ccccc3[nH]2)cc1 | 7.2% | 5.3
CC1=NN(C(=O)COc2cc(C)ccc2C(C)C)C(O)(c2ccccc2)C1 (centres undefined) | 1.5% | 2.5
COc1cccc(C2CC(=O)NC3=C2C(=O)CCC3)c1 (centres undefined) | 1.6% | 2.9
COc1cccc(/C=N/NC(=O)c2ccc([N+](=O)[O-])cc2Cl)c1O | -2.9% | .
O=C(NNC(=O)C1CC(c2cccs2)=NO1)NC1CCCCC1 (centres undefined) | 3.9% | -10.2
Nc1cc(OC(=O)c2ccco2)nn1S(=O)(=O)c1ccc(F)cc1 | 4.2% | 9.1
CCS(=O)(=O)Nc1ccc(-c2nnc(SCC(=O)OC)o2)cc1 | 1.4% | 9.7
O=C1c2ccccc2C(Nc2ccc3c(c2)OCCO3)N1c1ccc(Cl)cn1 (centres undefined) | -0.9% | .
O=C(CCC(=O)N1CCN(c2ccc(O)cc2)CC1)c1cccs1 | -9.6% | .
Cc1cc2c(c(=O)n1Cc1cccnc1)C(c1cccs1)C(C#N)=C(N)O2 (centres undefined) | 1.7% | -3.4
Cc1nc(NC(=O)c2ccccc2)nc2cc3c(cc12)OCO3 | 5.2% | -12.3
CC1CCCCN1Cc1c(O)ccc2c(=O)c(-c3nc4ccccc4s3)c(N)oc12 (centres undefined) | -4.2% | .
COc1ccc(C(=O)Nc2cccc(C(=O)NCc3ccco3)c2)cc1 | 3.4% | .
O=C(Nc1cc([N+](=O)[O-])ccc1F)C1CC1 | 4.8% | -12.4
O=C(Nc1ccc(O)c(-c2nc3ccccc3o2)c1)C1(c2ccc(Cl)cc2)CCCC1 | 4.9% | -7.2
CN(C)CCCN1C(=O)c2cccc3c(Br)ccc(c23)C1=O | -6.4% | 1.2
Cc1cc(C)cc(CSCC(=O)N/N=C/c2ccc(OCC(=O)NCc3ccco3)cc2)c1 | 2.5% | 3.0
COc1ccc(/C=C/C(=O)N2CCC(C(N)=O)CC2)cc1S(=O)(=O)N1CCOCC1 | 0.1% | -7.7
COc1ccc(Cl)cc1NC(=S)NCCC(c1ccccc1)c1ccccc1 | -4.1% | 0.2
O=C(NC1CCN(Cc2ccccc2)CC1)c1ccc(N2CC3CC(C2)c2cccc(=O)n2C3)c([N+](=O)[O-])c1 (centres undefined) | 2.7% | 5.5
CN1CCN(Cc2cc(=O)oc3cc4c(cc23)CCC4)CC1 | -2.9% | .
O=C1c2ccccc2C(=O)N1OCc1c(F)cccc1Cl | -8.2% | -11.0
O=C(CC1CCCCC1)c1c(O)c2ccccc2oc1=O | 5.6% | 16.5
COc1ccc([N+](=O)[O-])cc1NC(=O)CCN1CCN(c2ccccc2)CC1 | 3.2% | 6.7
CCn1cc(C(=O)O)c(=O)c2cc(F)c(N3CCN(C(=S)NC(=O)c4ccccc4Cl)CC3)cc21 | 5.7% | 4.6
CCN(CCO)c1ncnc2c1sc1nc(C(C)C)c3c(c12)CC(C)(C)OC3 | -2.0% | .
COc1ccccc1-n1cnc2cc(C(=O)NCc3ccco3)ccc21 | -1.6% | -10.2
O=C(NNc1cccc([N+](=O)[O-])c1)/C(=C\c1cccnc1)NC(=O)c1ccccc1 | 2.2% | 8.6
CCC(=O)Nc1ccc(NC(=O)c2ccccc2)nc1 | 0.1% | .
Cc1cc(OC(=O)N(C)C)nc2c1c(C)nn2C | 0.3% | 60.7
CCOC(=O)C1=C(C)C2C3C(=O)N(c4cc(C)ccc4C)C(=O)C3C1(C)C1C(=O)N(c3cc(C)ccc3C)C(=O)C21 (centres undefined) | -3.4% | 4.9
CCNc1nc(-c2ccc(OC(F)F)cc2)c(C)s1 | -2.4% | .

Complete entries, quoted from the list:
O=C(CC1CCCCC1)c1c(O)c2ccccc2oc1=O is entered as GlmU inhibition: 5.6%; Mtb RmlCD inh: 16.5
O=C(CCC(=O)N1CCN(c2ccc(O)cc2)CC1)c1cccs1 is entered as GlmU inhibition: -9.6%; Mtb RmlCD inh: .

Other results
SMILES | GlmU inhibition | Mtb RmlCD inh
Cc1ccc(NC(=O)c2ccc(N3CCOCC3)c([N+](=O)[O-])c2)cc1S(=O)(=O)N1CCOCC1 | -6.4% | -6.2
Cc1ccc(C(=O)OCC(=O)Nc2sc3c(c2C#N)CCCCC3)cc1NC(=O)c1ccco1 | -2.8%&-2.0% | 4.7
COc1ccc(C2=NN(C(=O)CSc3cn(C)c4ccccc34)C(c3ccc(OC)cc3)C2)cc1 (centres undefined) | -6.6% | 5.4
COc1ccc(CN2CNc3nc4ccccc4n3C2)cc1 | 6.2% | .
COc1ccc(C(=O)NNC(=S)NC(=O)/C=C/c2cccs2)cc1 | -6.0% | -14.8
Nc1c(-c2ccccc2)cnn1-c1ccc(C(=O)O)cc1 | -1.8% | -6.1
CCCCC(=O)Nc1ccccc1C(C)C | 6.5% | -24.2
O=C(COC(=O)COc1ccccc1[N+](=O)[O-])Nc1ccccc1Br | 3.4% | 2.4
CN(C)S(=O)(=O)c1ccc(C(=O)Nc2nnc(-c3cccs3)o2)cc1 | -2.6% | -4.3
O=C(CCN1CCc2ccccc2C(O)(c2ccccc2)C1)c1ccc2c(c1)OCCO2 (centres undefined) | 6.2% | .
CS(=O)(=O)N(CC(=O)N1CCN(c2cccc(Cl)c2)CC1)C1CCCCC1 | 11.7% | 2.5
CSc1nc(N(C)C)c2ccccc2n1 | 7.7% | 0.8
COc1ccc(N(CC(=O)Nc2ccccc2C(=O)NCCc2ccccc2)S(C)(=O)=O)cc1OC | 1.0% | .
COc1cccc(C2CCCN2Cc2nc(CC3CC3)no2)c1 (centres undefined) | -0.7% | .
COc1ccc(-c2cc(C(F)(F)F)nc(SCC(=O)NCCCN3CCOCC3)n2)cc1 | 1.4% | 3.6
C=CCN1C(=O)C2(/C(=C(\O)c3ccc4c(c3)OCCO4)C(=O)C(=O)N2CCCOC)c2ccccc21 (centres undefined) | 2.1% | 4.7
Cc1ccccc1NC(=O)N1CCc2ccccc2C1 | 5.1% | 6.7
O=C(CCCCCNC(=O)c1ccccc1)C[N+](=O)[O-] | -3.1% | -10.0
O=S1(=O)N=C(Nc2ccc(N3CCOCC3)c(Cl)c2)c2ccccc21 | -4.3% | 7.4
C#CCNC(=O)C1=C[C@@H](c2ccc(C(F)(F)F)cc2)[C@H](CCCO)[C@@H](OCC)O1 | -3.4% | .
COc1ccc(Cl)cc1NC(=O)c1ccco1 | 1.2% | -8.8
CC(NC(=O)c1ccccc1O)c1ccccc1 (centres undefined) | 3.7% | .
Cc1ccc(C(=O)N2CCC(C(N)=O)CC2)cc1C | 2.9% | 1.2
CCN(CC)CCNC(=O)Cn1ncc2ccccc2c1=O | -0.2% | 56.8
CN(C)c1ccc(CN(C(=O)COc2ccc(F)cc2)C2CCS(=O)(=O)C2)cc1 (centres undefined) | 6.6% | .
Cc1cc(-c2nnc(CCC(=O)NC(C)c3ccc(F)cc3)o2)no1 (centres undefined) | 1.4% | -4.8
COc1cccc(C(=O)N/N=C(/CCC(=O)O)c2ccccc2)c1 | 1.0% | -14.2
NNC(=O)c1sc2nc(N3CCOCC3)c3c(c2c1N)CCCC3 | 1.7% | -6.7
CC1=C(C(=O)N(C)C)C(c2ccc(C)s2)NC(=S)N1 (centres undefined) | -1.8% | -9.3
CCOC(=O)N1CCN(C(=O)C2CCN(C(=O)c3cc(OC)cc(OC)c3)CC2)CC1 | -2.9% | -1.3
COC(=O)C1CCN(C(=O)N2CCOCC2)CC1 | -9.0% | -4.5
O=C(CSc1nnnn1C1CCCC1)Nc1ccc2c(c1)OCCO2 | 0.1% | .
COC(=O)c1cc(OC)c(OC)cc1NC(=O)c1ccccc1C | 4.0% | 4.2
COc1ccc2c(c1)OC(c1ccccc1)(C(F)(F)F)NC2=O (centres undefined) | -3.0% | 6.4
O=C(CN1CCOCC1)n1c2ccccc2c2ccccc21 | -1.3% | .
CS(=O)(=O)N1c2ccccc2[C@@]2(Br)C[C@H]3C(=O)N[C@@H](Cc4ccccc4)C(=O)N3[C@@H]12 | 2.1% | .
CCN1CCN(C(=S)c2ccc(OC)cc2)CC1 | -0.7% | 13.0
COc1cccc(C(=O)Oc2c(CN3CCOCC3)cc(Cl)c3cccnc23)c1 | 2.9% | -5.8
COc1c(C)cc(C(=O)C2CCCN(Cc3ccccn3)C2)cc1C (centres undefined) | -1.0% | 4.7
CCN(CC(=O)Nc1c(C(=O)OC)[nH]c2ccc(C)cc12)c1ccc2c(c1)OCO2 | -2.8% | .
Cc1nn(CC(O)Cn2cnc3c2c(=O)n(C)c(=O)n3C)c(C)c1Br (centres undefined) | -1.8% | .
Cc1ccc(NS(=O)(=O)c2cc(-c3n[nH]c(=O)c4ccccc34)ccc2C)cc1 | 3.5% | -9.4
COc1ccc(NC(=O)c2cc3cccc(OC)c3oc2=Nc2ccc(C(=O)O)cc2)cc1OC | -3.2% | -3.5
O=c1c2ccccc2cnn1-c1ccc2ccccc2c1 | 0.6% | -7.8
CCOC(=O)C1=CN(c2cccc(F)c2)C=C(C(=O)OCC)C1c1cc(OC)c(O)c([N+](=O)[O-])c1 | -4.8% | -8.9
Cc1occc1C(=O)N1CCC2(CC1)OCCO2 | -5.4% | -0.8
COc1cccc(C(=O)N2CCC(N3CC(C)OC(C)C3)CC2)c1 (centres undefined) | 1.0% | -8.0
CCOC(=O)c1c(N)sc(C(=O)Nc2ccccc2F)c1C | -1.2% | 9.0
Cc1cc(C)nc(SCc2nnc(SCC(=O)Nc3ccc(C)c(C)c3)n2Cc2ccco2)n1 | 5.2% | .
Cc1ccc(C(=O)Nc2ccc(Br)c(C(F)(F)F)c2)cc1 | -0.7% | -4.8
NC(=O)c1c(N)sc(=S)n1CC1CCCO1 (centres undefined) | 2.7% | 7.6
CC1(C)CC(=O)C=C(C(=O)N2CCCC(CCC(=O)NCc3ccccc3F)C2)O1 (centres undefined) | 2.8% | .
COc1ccc(CC(=O)O/N=C(\N)c2cccc([N+](=O)[O-])c2)cc1 | 1.5% | -8.2
COC(=O)c1ccc(C(NC(=O)OCc2ccccc2)/C(F)=C/[C@@H](C)C(=O)NCc2ccc(OC)c(OC)c2)cc1 (some centres undefined) | 1.9% | .
CCC(NC(=O)C1(C)CC1(Br)Br)c1ccc(C)cc1 (centres undefined) | -0.3% | 14.9
COc1ccc(CCn2c(=S)[nH]c3cc(C(=O)N4CCOCC4)ccc3c2=O)cc1OC | 1.5% | -3.6
CC(=O)Nc1ccc2c(c1)CCCC2=O | -1.2% | 1.6
CCc1nnc(NC(=O)c2ccc(S(=O)(=O)N(C)c3ccccc3)cc2)o1 | 1.5% | -3.1
COc1nc(-c2cccs2)cc(-c2ccc(C)cc2)c1C#N | -1.3% | 2.9
CCCc1ccc(OCC(=O)O)cc1 | 2.4% | -3.5

Shown in CSV form: part of the list above
SMILES,GlmU inhibition,Mtb RmlCD inh
O=c1c2ccccc2cnn1-c1ccc2ccccc2c1,0.6%,-7.8
CCOC(=O)C1=CN(c2cccc(F)c2)C=C(C(=O)OCC)C1c1cc(OC)c(O)c([N+](=O)[O-])c1,-4.8%,-8.9
Cc1occc1C(=O)N1CCC2(CC1)OCCO2,-5.4%,-0.8
COc1cccc(C(=O)N2CCC(N3CC(C)OC(C)C3)CC2)c1 (centres undefined),1.0%,-8.0
CCOC(=O)c1c(N)sc(C(=O)Nc2ccccc2F)c1C,-1.2%,9.0
Cc1cc(C)nc(SCc2nnc(SCC(=O)Nc3ccc(C)c(C)c3)n2Cc2ccco2)n1,5.2%,.
Cc1ccc(C(=O)Nc2ccc(Br)c(C(F)(F)F)c2)cc1,-0.7%,-4.8
NC(=O)c1c(N)sc(=S)n1CC1CCCO1 (centres undefined),2.7%,7.6
CC1(C)CC(=O)C=C(C(=O)N2CCCC(CCC(=O)NCc3ccccc3F)C2)O1 (centres undefined),2.8%,.
COc1ccc(CC(=O)O/N=C(\N)c2cccc([N+](=O)[O-])c2)cc1,1.5%,-8.2
COC(=O)c1ccc(C(NC(=O)OCc2ccccc2)/C(F)=C/[C@@H](C)C(=O)NCc2ccc(OC)c(OC)c2)cc1 (some centres undefined),1.9%,.
CCC(NC(=O)C1(C)CC1(Br)Br)c1ccc(C)cc1 (centres undefined),-0.3%,14.9
COc1ccc(CCn2c(=S)[nH]c3cc(C(=O)N4CCOCC4)ccc3c2=O)cc1OC,1.5%,-3.6
CC(=O)Nc1ccc2c(c1)CCCC2=O,-1.2%,1.6

(cont.)
SMILES | GlmU inhibition | Mtb RmlCD inh
Cc1nc(-c2ccc3c(c2)OCO3)cs1 | -5.2% | 5.2
CC(C)(C)C(=O)N1CCN(c2ccc([N+](=O)[O-])cc2Cl)CC1 | 3.4% | .
Cc1noc(C)c1COc1cccc(C(=O)Oc2ccc3c(c2)OCO3)c1 | -0.3% | .
N#Cc1c2n(c3c(=O)n(Cc4ccccc4)cnc13)CCCC2 | -4.1% | 4.5
O=C(O)CSC1c2ccccc2C(=O)N1Cc1ccccc1 (centres undefined) | -2.0% | .
O=c1c([N+](=O)[O-])c(N2CCOCC2)c2ccccc2n1-c1ccccc1 | 7.0% | 8.8
CC12CCC(C(=O)NCC3CCCO3)(OC1=O)C2(C)C (centres undefined) | 2.9% | -8.5
COc1ccc(NC(=O)c2cc3c(Cl)nc4ccccc4c3s2)cc1OC | 7.5% | -10.1
O=C(Nc1ccc(-c2nc3ccccc3[nH]2)cc1)c1ccco1 | 2.4% | .
O=C(Nc1ccc(S(=O)(=O)Nc2nccs2)cc1)c1cnc(Cl)c(Cl)c1 | -3.6% | 3.9
COc1ccc(N2C(=O)CC(NNC(=O)c3cccnc3)C2=O)cc1 (centres undefined) | -6.0% | 6.9
Cc1ccc(/C([O-])=C(/C(=S)Nc2ccc(SC(F)F)cc2)[n+]2ccccc2)cc1[N+](=O)[O-] | -0.2% | 7.2

Some of the compounds tested (hit frequency here may not be typical).
